MLLE-PAM2 inh: inhibitors of PABP1 MLLE–PAM2 peptide binding, primary screen, biochemical, fluorescence polarization, FITC-PAM2, GST-MLLE; inhibition, % at 20 µM; AID 588489, 2011; Polyadenylate-binding protein 1 (Homo sapiens), P11940; 360,000 tested, 0.36% active; in the data active means inhibition above about 35%, passing the limit was not always enough;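 further: plate controls were DMSO wells with GST-MLLE for no effect and wells lacking GST-MLLE protein for full effect; some results filed as inactive read as strong as hits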
CendR NRP1 mod: modulators of CendR peptide binding to NRP-1, primary screen, biochemical, fluorescence polarization, uHTS; Neuropilin-1 (Homo sapiens), O14786; FAM-RPARPAR peptide binding to NRP-1; inhibition, % at 25 µM; 360,000 tested, 0.85% active;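 active means inhibition or corrected inhibition above about 18%, plus a signal ratio from 0.5 to 1.5, limit read from the data, passing the limit was not always enough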; further: strong numbers were not always called active
Target sequence (O14786 whole entry, looked up): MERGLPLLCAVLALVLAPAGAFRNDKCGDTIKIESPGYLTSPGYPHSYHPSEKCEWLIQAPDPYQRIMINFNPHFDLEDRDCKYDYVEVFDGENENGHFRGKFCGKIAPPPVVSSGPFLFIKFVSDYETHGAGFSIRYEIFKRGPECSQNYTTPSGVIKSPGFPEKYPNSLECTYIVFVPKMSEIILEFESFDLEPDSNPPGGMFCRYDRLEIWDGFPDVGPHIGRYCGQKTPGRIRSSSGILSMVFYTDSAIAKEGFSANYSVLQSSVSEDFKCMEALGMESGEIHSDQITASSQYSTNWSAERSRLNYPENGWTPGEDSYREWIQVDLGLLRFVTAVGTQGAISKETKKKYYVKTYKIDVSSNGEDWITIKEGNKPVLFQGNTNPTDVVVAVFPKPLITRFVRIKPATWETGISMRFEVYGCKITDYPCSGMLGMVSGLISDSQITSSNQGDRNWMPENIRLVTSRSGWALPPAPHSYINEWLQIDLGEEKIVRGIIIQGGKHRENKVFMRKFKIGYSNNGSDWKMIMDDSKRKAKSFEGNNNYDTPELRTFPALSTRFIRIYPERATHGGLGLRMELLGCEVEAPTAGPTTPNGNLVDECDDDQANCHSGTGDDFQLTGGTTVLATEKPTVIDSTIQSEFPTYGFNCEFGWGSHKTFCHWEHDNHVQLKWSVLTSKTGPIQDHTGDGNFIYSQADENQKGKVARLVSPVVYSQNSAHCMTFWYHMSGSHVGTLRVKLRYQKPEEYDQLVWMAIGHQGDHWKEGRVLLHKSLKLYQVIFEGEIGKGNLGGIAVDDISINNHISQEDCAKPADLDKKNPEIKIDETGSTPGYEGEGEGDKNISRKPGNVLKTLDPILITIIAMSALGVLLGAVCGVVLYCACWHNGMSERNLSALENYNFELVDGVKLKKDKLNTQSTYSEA
Neddyl block: inhibitors of cullin neddylation, primary screen, biochemical, TR-FRET, uHTS, NAE and Ubc12. calls only at 25 µM. 360,000 tested, 0.58% active. AID 651699, 2012; in the data active means inhibition above about 36%
FAS-TE inh: FAS thioesterase domain inhibitors, primary screen, biochemical, fluorescence intensity, uHTS | Fatty acid synthase (Homo sapiens), P49327 | recombinant FAS-TE, OMFH fluorogenic substrate, fluorescence endpoint | inhibition, % at 15 µM | 360,000 tested, 0.67% active;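 active means compounds whose normalised, plate-corrected inhibition of enzyme fluorescence in the single-dose primary screen is 50% or more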;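 further: 0% = DMSO with enzyme and 100% = substrate without enzyme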
eLon inh: inhibitors of E. coli Lon protease, primary screen, biochemical, fluorescence polarization. P0A9M0. purified E. coli Lon protease. inhibition, % at 7.94 µM. 360,000 tested, 0.42% active. AID 602123, 2011; in the data active means inhibition above about 13%, passing the limit was not always enough;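 further: 0% = enzyme with probe and DMSO and 100% = no enzyme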
Rin1 Abl inh: inhibitors of Rin1-Abl protein binding, primary screen, biochemical, TR-FRET | AID 588664, 2011 | Tyrosine-protein kinase ABL1 (Homo sapiens) + Ras and Rab interactor 1 (Homo sapiens), … | inhibition, % at 7.35 µM | 360,000 tested, 0.4% active; in the data active means inhibition above about 5%, passing the limit was not always enough
MT1-MMP act inh: blockers of MT1-MMP proenzyme processing, primary screen, HT1080 RFP-PRO-GFP cells, GFP/RFP fluorescence | 360,000 tested, 0.061% active | GFP/RFP ratio change, % at 20 µM | GFP/RFP ratio fluorescence, overnight; percent of plate control window, DMSO zero | AID 651647, 2012;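 active means GFP/RFP ratio change of at least 30% with cell ATP level not reduced by more than half and red fluorescence within 50% of control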; further: strong numbers were not always called active
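Assay system: HT1080 RFP-PRO-GFP cells. Benchmarks: DMSO vehicle wells and RFP-L50D-GFP reporter cell wells. Times: overnight cell settling, then overnight compound exposure, 37 °C, 5% CO2. Compound: 20 µM single dose, 1% DMSO. Read-out basis: GFP/RFP fluorescence ratio.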
bovine MsrA act: bovine MsrA enzyme activators, primary screen, biochemical, absorbance, HTS. Methionine sulfoxide reductase A (Bos taurus). purified bovine MsrA, absorbance read-out. activation, % at 10.6 µM. 360,000 tested, 0.3% active. AID 602163, 2012; in the data active means activation above about 7.5%;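 further: 0% = vehicle and 100% = reference activator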
SKN-1 inh: suppressors of acrylamide-induced Pgst-4::GFP reporter in worms, primary screen, SKN-1 inhibitor project, whole organism, uHTS, GFP/RFP fluorescence ratio, strain VP596 | C. elegans VP596 Pgst-4::GFP/RFP ratio, 24 h | inhibition, % at 21.8 µM | 360,000 tested, 0.49% active | AID 624304, 2012;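 active means interference check ratio from 0.5 to 1.5 plus GFP to RFP signal ratio inhibition reaching or exceeding a fixed threshold, cut at about 30% in these data, passing the limit was not always enough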; further: some compounds called inactive have numbers as strong as hits
Active calls of the source: *; i = inactive; nt = no result given.

Values run as follows: MLLE-PAM2 inh	CendR NRP1 mod	Neddyl block	FAS-TE inh	eLon inh	Rin1 Abl inh	MT1-MMP act inh	bovine MsrA act	SKN-1 inh
COc1cccc(OC)c1C(=O)NC(=O)NNc1cc(C(F)(F)F)cc(C)n1
→ 5	0	i	-5	-14	3	5	-7	-2
Cn1c(=O)c2c(nc(SCc3ccccc3F)n2C)n(C)c1=O
→ 8	-5	i	-5	0	-3	4	-10	-13
CCOc1cc(/C=N/O)ccc1OCc1ccc([N+](=O)[O-])cc1
→ 3	-8	i	2	1	-1	2	-6	-3
COc1ccccc1NC(=O)CCC(=O)N(Cc1ccc(OC)c(OC)c1)c1nccs1
→ -2	-1	i	5	2	-4	3	-4	-1
CCc1nc2ccc(C(=O)Nc3cccc(OCC(=O)N(C)C)c3)cn2c1N(CCC(C)C)CCN(C)C
→ 2	11	i	-8	-4	1	2	-4	12
Cc1nn(-c2ccccc2)c2sc(C(=O)N(CC(=O)NC3CCCC3)Cc3ccco3)cc12
→ -15	-2	i	17	-1	-4	-15	-11	8
Cc1noc(C)c1C(=O)NCC(=O)Nc1ccccc1Br
→ -4	2	i	-5	3	3	-7	-8	0
Cc1ccccc1CS(=O)(=O)Cc1ccc(C(=O)NCCCN2CCCC2=O)o1
→ -5	1	i	-10	-2	0	4	-2	3
O=C(NCc1ccccc1)C(c1ccccc1)n1c(=O)c(-c2cc3ccccc3[nH]2)nc2ccccc21 (centres undefined)
→ nt	7	nt	nt	nt	nt	-8	nt	8
Cc1nc(N)sc1C(=O)N/N=C/c1cccnc1
→ -8	5	i	-4	-4	2	0	-5	9
Cc1ccc(C(=O)COC(=O)CN2C(=O)C3C4C=CC(C4)C3C2=O)cc1C (centres undefined)
→ 2	4	i	2	-10	-2	2	-1	3
C=CCN(C(=O)c1csnn1)C(C(=O)NC1CCCC1)c1ccc(OC)cc1 (centres undefined)
→ 9	5	i	-3	0	3	-3	-3	-8
CCOc1ccc(N2C(=O)/C(=C\c3ccc(OC)c(O)c3)S(=O)(=O)C2c2cccc([N+](=O)[O-])c2)cc1 (centres undefined)
→ 5	-2	i	-2	1	3	0	-2	5
CCCCOc1ccc(C(C)NC(=O)C2CCCN(S(=O)(=O)CCC)C2)cc1 (centres undefined)
→ 5	-2	i	-6	4	-1	-10	-4	11
COCCNC(=O)c1cc2c(=O)n3cccc(C)c3nc2n1C
→ -5	-7	nt	3	-9	-2	-5	-1	9
CCOC(=O)C1(C)CCCN1C(=O)c1cncc(Br)c1 (centres undefined)
→ -6	4	i	-1	1	-1	-1	-2	3
Cc1ccc([C@H]2C[C@@H](n3cc(-c4ccc(F)cc4)nn3)[C@H](O)CN2C(=O)C2CCCCC2)cc1
→ 3	4	i	2	0	1	-2	-1	-10
CN(C(=O)CN1C(=O)c2cccc(N)c2C1=O)C1CCCCC1
→ 40*	9	nt	-1	22	1	-6	1	-1
CC(C)CC(NC(N)=O)C(=O)Nc1ccc(Cl)c(Cl)c1 (centres undefined)
→ -7	-5	i	27	6	1	0	-3	7
O=C(NCc1ccccn1)C1CCN(S(=O)(=O)c2cnc[nH]2)CC1
→ -1	3	i	-7	-7	4	1	-1	12
Cc1occc1C(=O)Nc1nn[nH]n1
→ -3	2	i	-3	2	5	4	0	4
OCCCn1c(C2CCCN2c2nc(-c3ccc(F)cc3)cs2)nc2cc(Cl)c(N3CCCCC3)cc21 (centres undefined)
→ -24	-26	i	8	-10	1	1	0	17
COc1cccc(CN2CC(C(=O)NCC3CCOCC3)CCC2=O)c1 (centres undefined)
→ 3	3	i	-9	2	1	1	-2	11
O=C(NCC(=O)N(c1ccccc1F)C(C(=O)NC1CCCC1)c1ccncc1)c1ccco1 (centres undefined)
→ 1	0	i	-3	-4	-1	4	0	10
C=CCn1c(-c2c(C)nc3cc(C)ccn23)n[nH]c1=S
→ -49	8	i	-9	-6	1	-2	-6	-8
CCCC(=O)Nc1nc(-c2ccc(Cl)s2)cs1
→ 5	9	i	20	10	4	-4	-1	22
Cc1ccc(C(C(=O)NC2CCCC2)N(Cc2ccco2)C(=O)CCC(=O)Nc2cc(C)on2)cc1 (centres undefined)
→ 1	6	i	0	-5	1	-5	-8	-5
Cc1cc(C)n(CCC(=O)Nc2cccc(F)c2)n1
→ 14	1	i	-6	-4	0	7	-6	0
COc1cc2cnc(CCCC#N)cc2cc1OC
→ -4	-6	i	-5	-2	1	7	0	10
Cc1cc(N2CCN(C)CC2)nc(-c2ccccc2O)n1
→ 1	0	i	0	-1	-4	-6	-1	4
Cc1ccc(CC2CC(=O)N(CCc3ccccc3)C2=O)cc1 (centres undefined)
→ 2	3	i	8	-1	0	0	-10	-4
CC(=O)Nc1ccc(C(=O)CN2C(=O)NC3(CCCc4ccccc43)C2=O)c(F)c1 (centres undefined)
→ 1	2	i	0	-9	-1	2	-1	16
O=C(CNC(=S)N(Cc1ccc(F)cc1)C1CCCCC1)NCC1CCCO1 (centres undefined)
→ -69	-7	i	-7	1	-3	1	-3	2
COc1ccc(C(=O)Nc2cccc(C(C)=O)c2)c(OC)c1OC
→ -4	-5	i	-1	-10	2	1	-1	6
COc1ccc(N(Cc2cc3ccccc3[nH]c2=O)S(=O)(=O)c2ccc(OC)cc2)cc1
→ 1	12	i	16	6	3	-11	-3	7
CC(C)=NNC1=NC(C)(C)Cc2ccccc21
→ 11	-7	i	-2	-3	-3	-5	-7	1
Cc1cccc(C)c1NC(=O)C(C)Sc1n[nH]c(-c2ccncc2)n1 (centres undefined)
→ 5	12	i	-6	-2	4	-5	-2	16
COCCN(C(=O)c1cc(Cl)nc2ccccc12)c1c(N)n(Cc2ccccc2)c(=O)[nH]c1=O
→ 5	-9	i	-6	-17	-1	-3	-2	13
CC(c1ccccc1)n1c(Br)nc2c1c(=O)[nH]c(=O)n2C (centres undefined)
→ 5	6	i	0	7	5	4	0	24
COc1cccc(N(C(=O)Cn2nnc3ccccc32)C(C(=O)NCc2ccco2)c2cccnc2)c1 (centres undefined)
→ 5	7	i	-4	-3	4	1	-2	-19
CCOc1ccccc1N(CC(=O)Nc1cccnc1)S(C)(=O)=O
→ -4	10	i	-9	-10	0	4	-3	5
COC(=O)c1cc(NC(=O)/C=C/c2ccc3c(c2)OCO3)cc(C(=O)OC)c1
→ -1	1	nt	4	-6	-6	6	-2	4
Cc1cc(C(=O)CN2C(=O)NC(CCS(C)(=O)=O)C2=O)c(C)n1C1CC1 (centres undefined)
→ -28	-14	i	-5	4	2	-5	-4	2
Cc1cc(NC(=O)c2cccc([N+](=O)[O-])c2)n(-c2ccccc2)n1
→ -5	11	i	-1	-11	0	1	-2	8
Cc1cc(-c2nnc(SCC(=O)Nc3cccc(F)c3)n2N)n[nH]1
→ -19	9	i	-4	0	4	4	-2	-1
CN(C)C(CNC(=S)Nc1ccccc1)c1cccnc1 (centres undefined)
→ 2	6	i	-17	6	-1	4	-5	11
CN(Cc1ccccc1)c1ccc(C(CC(N)=O)NC(=O)Cc2ccc(Br)cc2)cc1[N+](=O)[O-] (centres undefined)
→ 3	-14	i	-8	-5	0	8	2	4
Cc1ccc2oc(=O)cc(CN3CCN(C/C=C/c4ccccc4)CC3)c2c1
→ -11	0	i	21	0	-2	1	0	0
CCN(C(=O)COC(=O)Cc1c[nH]c2ccccc12)c1c(N)n(Cc2ccccc2)c(=O)[nH]c1=O
→ -43	-7	i	-6	-16	-1	-4	-3	-1
CCCCc1ccc(-c2ccc(C)cc2O)nc1
→ 10	-6	i	21	4	-2	-2	-1	13
COc1ccc(C(C)=O)cc1COC(=O)CNC(=O)c1ccccc1F
→ -12	-17	i	-10	3	2	-8	1	5
Cc1ccc(N(C(=O)CNC(=O)c2ccco2)C(C(=O)NC2CCCC2)c2ccncc2)cc1C (centres undefined)
→ -8	4	i	-3	-15	0	-2	-3	4
O=C(O)CNC(=O)c1ccc(N2CCOCC2)cc1[N+](=O)[O-]
→ 15	1	i	-4	-6	-2	3	-2	11
COc1cccc(NC(=O)COC(=O)CCC(=O)c2cccs2)c1
→ -8	-11	i	-4	-2	-1	5	-3	5
COc1cc(C(=O)NCc2nnc(SCC(=O)N3CCC(C)CC3)o2)cc(OC)c1OC
→ 8	-3	i	-9	-5	0	7	-1	4
Cc1noc(C)c1NC(=O)N(C)C[C@@H]1Oc2ccc(NC(=O)Cc3cn(C)c4ccccc34)cc2CC(=O)N([C@H](C)CO)C[C@@H]1C
→ -15	-7	i	-16	-3	3	6	-2	17
O=C(NCC(c1cccnc1)N1CCN(c2ccc(F)cc2)CC1)c1ccc(F)cc1 (centres undefined)
→ 10	10	i	0	-5	-1	1	0	-8
O=C(CSC1=N/C(=C/c2ccc(Cl)c(Cl)c2)C(=O)N1c1ccccc1F)NC1CC1
→ 14	10	nt	14	-6	-1	-22	-3	12
CCOc1ccc2nc(NC(=O)CSC3=NCCS3)sc2c1
→ 25	12	i	-38	3	2	-6	3	-16
CC(C)C(=O)Nc1ccc2nn(-c3ccc(F)cc3)nc2c1
→ 13	-10	nt	4	-3	-1	2	0	16

Following part
Values run as follows: MLLE-PAM2 inh	CendR NRP1 mod	Neddyl block	FAS-TE inh	eLon inh	Rin1 Abl inh	MT1-MMP act inh	bovine MsrA act	SKN-1 inh
CCSc1nnc(CNc2ccc(F)cc2)n1CC1CCCO1 (centres undefined)
→ -13	6	i	-4	3	-2	-2	0	20
O=C(NC(=S)Nc1cccc2ncccc12)c1ccco1
→ 22	3	i	-4	1	2	3	-3	-1
O=C(Nc1ccccc1Br)C1CC(=O)N(c2ccc3c(c2)OCCO3)C1 (centres undefined)
→ -16	-4	i	-2	-1	-1	2	-5	6
C=CCn1c(CSCc2ccccc2)nnc1SCC(=O)N1CCN(c2ccccc2)CC1
→ -56	-14	i	2	-22	-1	nt	0	1
O=C(C1CCN(C2CCN(Cc3ccsc3)CC2)CC1)N1CCOCC1
→ 4	-13	i	-7	3	-3	2	-3	3
COc1ccc(C2c3ccc4ccccc4c3Oc3ncn(CCO)c(=N)c32)cc1 (centres undefined)
→ 4	10	i	3	3	1	-3	-2	14
CCOC(=O)c1ccc(NC(=S)NC2CCCC2)cc1
→ -16	-7	i	2	-1	-3	2	-6	7
CC(C)c1ccc(/C=N/Nc2cc(N3CCOCC3)nc(N3CCOCC3)n2)cc1
→ 0	-6	i	89*	-6	-2	-9	-3	2
CC(=O)C1CN(S(=O)(=O)c2ccc(C)cc2)C(c2ccccc2)CC1C (centres undefined)
→ nt	0	i	nt	nt	nt	0	nt	8
Oc1ccc(Cl)cc1CNCc1ccc(F)cc1
→ 2	6	i	-12	-2	2	0	-1	-3
COc1ccccc1-c1nn2c(=O)cc(C)nc2s1
→ 1	2	i	-8	5	2	1	-5	5

Laid out differently: two of the compounds above.
SMILES	MLLE-PAM2 inh	CendR NRP1 mod	Neddyl block	FAS-TE inh	eLon inh	Rin1 Abl inh	MT1-MMP act inh	bovine MsrA act	SKN-1 inh
O=C(Nc1ccccc1Br)C1CC(=O)N(c2ccc3c(c2)OCCO3)C1 (centres undefined)	-16	-4	i	-2	-1	-1	2	-5	6
C=CCn1c(CSCc2ccccc2)nnc1SCC(=O)N1CCN(c2ccccc2)CC1	-56	-14	i	2	-22	-1	nt	0	1

Rows are unselected; 4% or so of the library scored in one or more.
